hcDAF12 agonist: activates DAF-12 receptor from parasite H. contortus; HEK293 hcDAF-12 lit1-tk-luc reporter, luminescence; 0% DMSO, 100% Δ7-dafachronic acid; activation, % at 6.8 µM; 370,000 tested, 1.4% active; AID 652067;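 active = activation above the mean of all tested compounds plus 3 SD, cut at about 5.5% in these data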;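 note: 100% = response to 3 µM Δ7-dafachronic acid high control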
hgDAF12 agonist: activates the H. glycines DAF-12 receptor ligand-binding domain; AID 687014; activation, % at 6.8 µM; HEK293 GAL4-hgDAF12 UAS-luciferase reporter, agonist luminescence; normalized to butyrate control; 370,000 tested, 1.8% active;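 active = activation above a cutoff set at the mean of all screened compounds plus 3 SD, cut at about 10% in these data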;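 note: 0% = DMSO wells and 100% = sodium butyrate wells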
HGIII-sPLA2 inh: Inhibits HGIII-sPLA2 liposome hydrolysis, primary screen; QFRET BODIPY PC-A2 liposome hydrolysis, fluorescence; inhibition, % at 12.2 µM; 370,000 tested, 0.56% active; Q9NZ20;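 active = inhibition above mean plus 3 SD of compounds lying within the high and low control bounds, cut at about 19% in these data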;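 note: 0% = median of test compound wells and 100% = no enzyme DMSO wells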
Target sequence (Q9NZ20 whole entry, looked up): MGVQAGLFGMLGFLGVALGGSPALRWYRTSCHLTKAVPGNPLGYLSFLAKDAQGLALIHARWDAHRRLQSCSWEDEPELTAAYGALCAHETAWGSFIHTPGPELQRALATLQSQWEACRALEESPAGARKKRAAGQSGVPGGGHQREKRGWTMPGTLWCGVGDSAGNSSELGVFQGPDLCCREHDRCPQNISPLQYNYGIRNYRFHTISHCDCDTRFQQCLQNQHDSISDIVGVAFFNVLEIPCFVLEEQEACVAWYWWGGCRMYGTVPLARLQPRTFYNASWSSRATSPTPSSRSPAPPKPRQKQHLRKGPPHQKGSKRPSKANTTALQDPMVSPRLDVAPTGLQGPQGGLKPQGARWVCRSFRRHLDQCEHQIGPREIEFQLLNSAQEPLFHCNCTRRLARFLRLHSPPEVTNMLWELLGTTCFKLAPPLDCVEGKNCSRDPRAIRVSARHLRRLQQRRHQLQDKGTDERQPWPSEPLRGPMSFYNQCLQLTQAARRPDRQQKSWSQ
PG9 binder: small molecules binding HIV-1 gp120 antibody PG9 | TR-FRET gp120-PG9 antibody binding | inhibition, % at 6.7 µM | 360,000 tested, 0.43% active | AID 624416; in the data active = inhibition above about 8.5%
SMARCA2 activ: activators of SMARCA2 function. MG213 cells, MMTV-luciferase reporter, dexamethasone, overnight. activation, % at 9.1 µM. 370,000 tested, 1% active. AID 652017; in the data active = activation above about 7.8%;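 note: 0% = vehicle wells and 100% = reference activator wells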
ssDAF-12 act: activators of S. stercoralis DAF-12 nuclear receptor | HEK293 ssDAF-12/GRIP1 lit1-tk-luc reporter, luminescence; % of 3 µM dafachronic acid response | activation, % at 6.8 µM | 370,000 tested, 1% active | AID 652126;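 active = activation above the mean over all tested compounds plus 3 SD, cut at about 0.9% in these data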;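 note: 0% = DMSO-only wells and 100% = 3 µM delta7-dafachronic acid wells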
NR1D1 modulator: Rev-erb alpha (human) modulation | 370,000 tested, 0.79% active | activity, % at 10 µM | Rev-erbα–FITC-DNA binding, fluorescence polarization, 90 min;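 active = activity above about 14%, limit read from the data; passing the limit was not always enough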;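 note: 0% = DMSO wells with 35 nM protein and 100% = DMSO wells with 750 nM protein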
PLCb3 inh: blocks human PLC-beta3 enzyme activity. Purified PLC-beta3, fluorogenic substrate, fluorescence. inhibition, % at 12.2 µM. AID 720704. Q01970. 370,000 tested, 0.18% active; in the data active = inhibition above about 11%;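 note: 0% = median of compound wells on plate and 100% = full blocker control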
GAA850 FXN act: increases GAA850 frataxin promoter reporter activity; HEK293 lucGAA850 FXN promoter luciferase reporter, 24 h; percent of 10 µM SAHA response; activation, % at 6 µM; 360,000 tested, 0.56% active;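 active = activation above the average of all compounds screened plus 3 SD, cutoff fixed separately per campaign, cut at about 7.5% in these data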;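 note: 0% = DMSO wells and 100% = 10 µM SAHA wells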
DAX1 inh-1: inhibitors of human orphan nuclear receptor DAX1 (NR0B1). P51843. HEK293 Gal4-DAX1 luciferase reporter, luminescence. inhibition, % at 6.75 µM. 340,000 tested, 0.99% active. AID 504766;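 active = inhibition above the mean over all tested compounds plus 3 SD, cut at about 4.2% in these data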;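 note: 0% = DAX1-transfected cells with DMSO and 100% = empty-vector control cells with DMSO; inhibition shows as a rise in luminescence from relieved DAX1 repression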
Target sequence (P51843 207-470 limits assumed): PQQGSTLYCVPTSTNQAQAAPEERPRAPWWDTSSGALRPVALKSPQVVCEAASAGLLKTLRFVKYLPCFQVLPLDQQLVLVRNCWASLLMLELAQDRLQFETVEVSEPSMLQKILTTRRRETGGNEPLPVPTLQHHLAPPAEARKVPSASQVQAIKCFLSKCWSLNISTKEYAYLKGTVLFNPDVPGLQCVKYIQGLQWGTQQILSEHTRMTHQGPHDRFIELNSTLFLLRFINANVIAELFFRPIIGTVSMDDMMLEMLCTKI
DAX1 inh-2: inhibitors of DAX1 repression of SF-1 activated StAR promoter. HEK293T StAR-luciferase reporter, SF-1/DAX-1 repression relief. inhibition, % at 6.8 µM. 370,000 tested, 1.1% active. AID 652010;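 active = inhibition above the mean over all tested compounds plus 3 SD, cut at about 3.6% in these data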;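 note: 0% = DAX-1 cells with DMSO and 100% = cells lacking DAX-1 with DMSO; higher inhibition means more luminescence from relief of DAX-1 repression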
Active calls of the source: *; i = inactive; / = not tested or not shown. Rows are unselected; about 7% have a hit in one of these screens.

cpd	compound	hcDAF12 agonist	hgDAF12 agonist	HGIII-sPLA2 inh	PG9 binder	SMARCA2 activ	ssDAF-12 act	NR1D1 modulator	PLCb3 inh	GAA850 FXN act	DAX1 inh-1	DAX1 inh-2
1	CN(c1ccc(C(=O)N2CCOCC2)cc1)S(=O)(=O)c1ccc(Cl)cc1	1.0	-0.9	6	-0.2	-1	-1.0	1	-7	1.4	1.2	-0.9
2	CCOC(=O)C1=C(CSc2nc(-c3ccncc3)ccc2C#N)OC(N)=C(C#N)C1c1cccnc1 (stereo not given)	-2.9	-1.3	-4	0.6	0	-1.3	-2	i	3.0	-1.1	0.3
3	CCCn1nc(Oc2nc(N(C)C)nc(N(C)C)n2)ccc1=O	-1.1	2.2	2	0.5	1	-1.2	-2	1	2.2	-0.5	0.2
4	O=C(CCCCn1c(=O)[nH]c2ccsc2c1=O)NCC1CCCO1 (stereo not given)	-0.4	0.1	-2	1.2	-2	-0.6	-7	1	0.3	2.8	-0.7
5	CC(Oc1cccc(Cl)c1)C(=O)Nc1ccc(S(=O)(=O)NC2=NCCCCC2)cc1 (stereo not given)	0.6	-2.1	-20	1.1	0	-0.7	-5	-8	0.5	-1.3	-1.4
6	O=S(=O)(Nc1cccc(-n2cnnn2)c1)c1ccccc1F	-1.5	2.9	-4	-1.8	0	-0.7	-1	-1	1.6	0.4	-2.4
7	O=C(Cn1c(NCCCO)nc2ccccc21)c1ccc(F)cc1	0.0	0.3	-16	-0.1	0	-0.4	-3	-4	1.2	0.0	-0.2
8	COCCN1CCN(C(=O)C2CCC(=O)N(CCCc3ccccc3)C2)CC1 (stereo not given)	-0.5	1.2	5	-1.2	-1	-0.8	1	-6	2.5	0.3	-0.6
9	Nc1ncnc2c1ncn2[C@@H]1O[C@H](C(=O)N(CCC2=CCCCC2)CC2CC2)[C@@H](O)[C@H]1O	-2.2	0.9	6	1.6	-1	-1.2	-6	6	/	/	-0.1
10	CNC(=O)n1ccc(C(=O)N2CCCCC2)n1	-2.1	0.3	10	1.5	-6	-0.4	1	9	-2.0	0.2	-0.6
11	CC(C)C[C@H]1CN=C(N(C)C)N1CC(C)C	-0.6	-0.1	4	0.3	-1	-1.0	-2	-2	0.3	1.3	-0.7
12	CCCN(CC(=O)Nc1ccccc1C)C(=O)CCl	-3.3	-4.7	2	0.8	-9	-2.0	1	-4	-12	-3.2	-4.2
13	CCOc1ccc(CNC(c2ccccc2)c2ccccc2)cc1	-0.4	1.2	-6	-2.3	0	-1.0	5	-8	-0.7	0.0	-0.4
14	CC(=O)Nc1ccc(/C=N/NC(=O)CCN2CCN(c3ccccc3)CC2)cc1	-1.0	1.5	-1	-0.1	-3	-2.0	-5	-6	-1.7	0.5	0.1
15	CCN(C(=O)c1cn(C)c(=O)c2cc(OC)c(OC)cc12)c1ccccc1C	-0.2	-0.6	3	0.3	-4	-1.4	2	1	-0.3	1.2	-0.6

Some of these compounds in order of count of non-hydrogen atoms, lowest first:
cpd	compound	hcDAF12 agonist	hgDAF12 agonist	HGIII-sPLA2 inh	PG9 binder	SMARCA2 activ	ssDAF-12 act	NR1D1 modulator	PLCb3 inh	GAA850 FXN act	DAX1 inh-1	DAX1 inh-2
3	CCCn1nc(Oc2nc(N(C)C)nc(N(C)C)n2)ccc1=O	-1.1	2.2	2	0.5	1	-1.2	-2	1	2.2	-0.5	0.2
1	CN(c1ccc(C(=O)N2CCOCC2)cc1)S(=O)(=O)c1ccc(Cl)cc1	1.0	-0.9	6	-0.2	-1	-1.0	1	-7	1.4	1.2	-0.9
8	COCCN1CCN(C(=O)C2CCC(=O)N(CCCc3ccccc3)C2)CC1 (stereo not given)	-0.5	1.2	5	-1.2	-1	-0.8	1	-6	2.5	0.3	-0.6
14	CC(=O)Nc1ccc(/C=N/NC(=O)CCN2CCN(c3ccccc3)CC2)cc1	-1.0	1.5	-1	-0.1	-3	-2.0	-5	-6	-1.7	0.5	0.1
2	CCOC(=O)C1=C(CSc2nc(-c3ccncc3)ccc2C#N)OC(N)=C(C#N)C1c1cccnc1 (stereo not given)	-2.9	-1.3	-4	0.6	0	-1.3	-2	i	3.0	-1.1	0.3

The results go on.
cpd	compound	hcDAF12 agonist	hgDAF12 agonist	HGIII-sPLA2 inh	PG9 binder	SMARCA2 activ	ssDAF-12 act	NR1D1 modulator	PLCb3 inh	GAA850 FXN act	DAX1 inh-1	DAX1 inh-2
16	Cc1onc(-c2ccccc2Cl)c1C(=O)Nc1cc(=O)n(C)c(=O)n1C	-0.1	0.1	-1	0.1	0	-1.1	-3	3	0.1	0.4	0.1
17	O=C(Cn1cnc2c(cnn2-c2ccccc2)c1=O)NC1CCCC1	-4.6	1.7	3	0.1	1	-1.9	3	-1	2.9	-0.2	0.7
18	CC1CC(C)CN(S(=O)(=O)c2ccc(C(=O)NNC(=O)c3ccccc3F)cc2)C1 (stereo not given)	0.0	-3.2	-32	-0.3	1	-0.8	4	-11	1.1	0.4	-1.5
19	COc1ccc(Cn2nnnc2CN(Cc2cc3cccc(C)c3[nH]c2=O)C2CCCC2)cc1	1.9	2.0	-3	0.8	0	-0.8	-4	1	7.8*	-0.3	0.1
20	CCOc1ccc(-c2ccc(/C=C3/C(=N)N4C(C)=CSC4=NC3=O)o2)c([N+](=O)[O-])c1	2.0	2.1	-4	-1.5	-1	-0.6	1	-10	2.2	-0.1	0.2
21	CC(SCC(=O)NC12CC3CC(CC(C3)C1)C2)C(=O)O (stereo not given)	-0.9	-0.1	24*	-0.6	-5	-1.7	-3	-1	0.4	-0.1	-0.1
22	CCCCCCC12C(=Cc3cc4c(cc31)OCCO4)c1cc(OC)c(OC)cc1C(CC(=O)NC1CCCCC1)N2C(=O)OC (stereo not given)	-2.8	-1.4	-12	-0.9	-2	-1.3	-2	-383	/	/	-1.1
23	O=C(CSc1nnc(SCc2ccccc2)s1)N/N=C/c1ccc(C(=O)O)cc1	-1.1	-1.8	-8	0.0	0	-2.0	2	-5	1.9	1.7	0.6
24	CC(Sc1n[nH]c(N)n1)c1nc2scc(-c3cccs3)c2c(=O)[nH]1 (stereo not given)	-1.8	-0.7	-10	-1.9	-1	-1.1	2	1	1.1	0.4	0.4
25	CCOc1cc(C2NC(=S)NC(C)=C2C(=O)Nc2ccccc2)ccc1O (stereo not given)	-1.2	-2.1	15	3.5	-3	-0.8	-1	-18	2.0	2.9	-0.4
26	COC(=O)c1sc(NC(=O)/C=C/c2ccc(C)cc2)nc1C	-1.8	-2.7	1	-0.4	-2	-1.1	-3	2	1.8	-1.1	0.1
27	O=C(c1ccc(=O)[nH]c1)N(Cc1ccco1)C1(C(=O)NC2CCCC2)CCCCC1	-1.3	1.8	-3	-0.9	5	-1.1	1	4	0.5	-1.5	-0.5
28	Cc1ccnc(NC(=O)c2ccc(Cl)c(NC(=O)CCc3ccccc3)c2)c1	0.7	-2.6	-8	-3.2	0	-1.4	-1	2	/	/	0.5
29	CCOc1ccc(NC(C)c2cc(Cl)ccc2O)cc1 (stereo not given)	-2.1	-1.0	6	0.5	0	-1.0	6	0	-3.3	0.9	-0.6
30	CCOC(=O)c1[nH]c2ccc(OC)cc2c1NC(=O)CCN1CCN(Cc2ccccc2)CC1	-1.7	-3.5	-2	1.1	-6	-1.1	-1	i	-0.1	-1.6	0.5

Filtered by structure, those above with fluorine (three)
cpd	compound	hcDAF12 agonist	hgDAF12 agonist	HGIII-sPLA2 inh	PG9 binder	SMARCA2 activ	ssDAF-12 act	NR1D1 modulator	PLCb3 inh	GAA850 FXN act	DAX1 inh-1	DAX1 inh-2
6	O=S(=O)(Nc1cccc(-n2cnnn2)c1)c1ccccc1F	-1.5	2.9	-4	-1.8	0	-0.7	-1	-1	1.6	0.4	-2.4
7	O=C(Cn1c(NCCCO)nc2ccccc21)c1ccc(F)cc1	0.0	0.3	-16	-0.1	0	-0.4	-3	-4	1.2	0.0	-0.2
18	CC1CC(C)CN(S(=O)(=O)c2ccc(C(=O)NNC(=O)c3ccccc3F)cc2)C1 (stereo not given)	0.0	-3.2	-32	-0.3	1	-0.8	4	-11	1.1	0.4	-1.5

Following part.
cpd	compound	hcDAF12 agonist	hgDAF12 agonist	HGIII-sPLA2 inh	PG9 binder	SMARCA2 activ	ssDAF-12 act	NR1D1 modulator	PLCb3 inh	GAA850 FXN act	DAX1 inh-1	DAX1 inh-2
31	N#CC1(C#N)CC(C=O)=C(N)C1(C#N)CC(=O)C12CC3CC(CC(C3)C1)C2 (stereo not given)	-1.7	1.8	-41	0.9	-5	-1.4	-4	-25	3.5	-0.1	-0.7
32	CC1(C)CC(=O)c2c(noc2-c2ccccc2)C1	-0.4	1.2	6	-0.5	5	-1.0	0	2	-0.7	-0.2	-0.3
33	COc1ccc(NC(=O)CSCC(=O)Nc2ccc(S(=O)(=O)N3CCCC3)cc2)cc1	-0.7	-0.7	3	1.9	3	-0.6	-4	-9	-0.8	0.0	-0.8
34	COCCCNC(=O)c1cc2c(s1)CS(=O)(=O)C2	0.2	-2.4	-7	0.2	-2	-0.5	-3	0	0.0	-0.2	-0.2
35	COCCNC(=O)c1ccc(NC(C)=O)cc1	0.3	3.5	10	3.2	-5	-0.8	-4	1	1.6	1.2	0.8
36	COc1ccc(C2CC(c3ccco3)n3ncnc3N2)cc1 (stereo not given)	-0.9	3.3	6	1.4	0	0.1	-2	-151	0.0	1.8	-1.3
37	CCOC(=O)c1c(C)nc2sc(C(=O)Nc3ccc(C(C)=O)cc3)c(N)c2c1-c1ccc(OC)cc1	-2.2	-3.0	-7	6.8	0	-1.4	1	i	-2.2	-0.9	0.4
38	Cc1cc(NC(=O)c2cnccn2)no1	-1.9	-0.4	0	-2.1	2	-1.4	/	-13	/	/	-0.2
39	CC(C)(CNC(=O)CNC(=O)c1ccccc1F)N1CCOCC1	-0.2	1.6	5	-0.8	-2	-1.0	1	-12	0.9	0.7	-1.2
40	OC(c1ccc(F)c(F)c1)c1nc(-c2ccncc2)cs1 (stereo not given)	-0.9	-4.5	0	-0.4	-7	-1.3	5	1	0.7	/	-3.3
